PV pol inh: poliovirus RNA polymerase inhibition; P03300; poliovirus polymerase elongation, fluorescence polarization; hits give low values; % elongation, % (compound at 16.7 µg/mL); actives 0.66% (n = 150,000); AID 588519; in the data active = % elongation below about 90%; also: some results filed as inactive read as strong as hits
Target sequence (P03300 1749-2209 limits assumed): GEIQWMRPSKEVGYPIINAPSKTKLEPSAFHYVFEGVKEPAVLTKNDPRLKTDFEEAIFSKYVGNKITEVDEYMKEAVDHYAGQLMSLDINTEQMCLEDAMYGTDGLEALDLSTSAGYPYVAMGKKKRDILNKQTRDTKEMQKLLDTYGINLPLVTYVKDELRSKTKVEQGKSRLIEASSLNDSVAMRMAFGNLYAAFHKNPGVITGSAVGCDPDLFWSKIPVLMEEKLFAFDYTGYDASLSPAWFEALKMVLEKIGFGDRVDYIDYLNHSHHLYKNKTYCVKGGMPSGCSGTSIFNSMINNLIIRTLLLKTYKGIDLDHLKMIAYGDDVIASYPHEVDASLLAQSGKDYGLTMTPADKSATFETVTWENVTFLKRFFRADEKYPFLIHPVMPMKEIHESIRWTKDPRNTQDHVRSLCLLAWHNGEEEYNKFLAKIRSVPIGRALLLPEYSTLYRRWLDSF
PV pol inh FP z-score: further read-out of PV pol inh, marked with its call; z-score; measured here: FP z-score; hits read low
Starred values were filed as active, the others as inactive; & = joins results of further samples. Some of the compounds tested (hit frequency here may not be typical).

Cc1cc(C)c2nc(SCC(=O)c3ccco3)cc(C)c2c1 was read as PV pol inh 103 and PV pol inh FP z-score 0.2.
Screening COc1ccccc1C(=O)c1c(N)c(-c2nc(-c3ccccc3)cs2)c2ccccn12 returned PV pol inh 111 and PV pol inh FP z-score 0.7.
For C(=Nc1nc2ccccc2nc1N1CCOCC1)N1CCN(C(c2ccccc2)c2ccccc2)CC1 the results were PV pol inh 107 and PV pol inh FP z-score 0.3.
CC1CCN(CC(=O)n2c3ccccc3c3ccccc32)CC1 was read as PV pol inh 103 and PV pol inh FP z-score 0.3.
COc1ccccc1-c1c(C)nn2c(NCCN3CCCCC3C)cc(C)nc12 (stereo unspecified) was read as PV pol inh 104 and PV pol inh FP z-score 1.1.
`O=C(NCCc1ccccc1)C1(S(=O)(=O)c2ccc(Cl)cc2)CC1` gave PV pol inh 101 and PV pol inh FP z-score -0.1.
Screening C#CCN1C(=O)S/C(=C/c2ccc(N3CCCCC3)cc2C)C1=O returned PV pol inh 75 and PV pol inh FP z-score -7.8.
For Cc1ccc(Cl)c2sc(NC(=O)c3ccc(S(=O)(=O)N4CCCC4)cc3)nc12 the results were PV pol inh 97 and PV pol inh FP z-score -2.4.
Screening CCCc1cc(C(=O)Nc2sc(C)c(C)c2C(=O)OCC)no1 returned PV pol inh 99 and PV pol inh FP z-score -0.4.
Cc1noc(C)c1COc1ccc(C(=O)NCCNc2ncc(C(F)(F)F)cc2Cl)cc1 was read as PV pol inh 102 and PV pol inh FP z-score 0.

The final six compounds of the section above come first, to join the parts:
COc1ccccc1-c1c(C)nn2c(NCCN3CCCCC3C)cc(C)nc12 (stereo unspecified) was read as PV pol inh 104 and PV pol inh FP z-score 1.1.
`O=C(NCCc1ccccc1)C1(S(=O)(=O)c2ccc(Cl)cc2)CC1` gave PV pol inh 101 and PV pol inh FP z-score -0.1.
Screening C#CCN1C(=O)S/C(=C/c2ccc(N3CCCCC3)cc2C)C1=O returned PV pol inh 75 and PV pol inh FP z-score -7.8.
For Cc1ccc(Cl)c2sc(NC(=O)c3ccc(S(=O)(=O)N4CCCC4)cc3)nc12 the results were PV pol inh 97 and PV pol inh FP z-score -2.4.
Screening CCCc1cc(C(=O)Nc2sc(C)c(C)c2C(=O)OCC)no1 returned PV pol inh 99 and PV pol inh FP z-score -0.4.
Cc1noc(C)c1COc1ccc(C(=O)NCCNc2ncc(C(F)(F)F)cc2Cl)cc1 was read as PV pol inh 102 and PV pol inh FP z-score 0.
For O=C(CSc1nnnn1-c1ccccc1)N1c2ccccc2CCc2ccccc21 the results were PV pol inh 102 and PV pol inh FP z-score 0.1.
Screening C=CCNC(=O)/C=C/c1ccc(C(C)C)cc1 returned PV pol inh 102 and PV pol inh FP z-score 0.1.
Cc1cc(C)cc(-n2ccnc(NCCc3ccccc3)c2=O)c1 was read as PV pol inh 112 and PV pol inh FP z-score 1.1.
CSc1sc(Cl)c2c1/C(=N\O)CC(C)(C)C2 was read as PV pol inh 103 and PV pol inh FP z-score -0.5.
`CC(SCC(=O)Nc1ccccc1)c1nc2ccccc2c(=O)[nH]1` (stereo unspecified) gave PV pol inh 108 and PV pol inh FP z-score 2.5.
CCSc1ccccc1C(=O)NCCO was read as PV pol inh 104 and PV pol inh FP z-score 1.
`Cc1cc(C)c(C)c(S(=O)(=O)N2CCN(CN3C(=O)CNC3=O)CC2)c1C` gave PV pol inh 98 and PV pol inh FP z-score -0.9.
Screening CC(C)=C(C#N)c1nc2ccccc2s1 returned PV pol inh 104 and PV pol inh FP z-score 0.9.
`Cc1nc2nc(C)c(NS(=O)(=O)c3ccc(Cl)s3)c(=O)n2[nH]1` gave PV pol inh 100 and PV pol inh FP z-score -0.1.
Screening Cc1c(C(=O)Nc2cccc(C(F)(F)F)c2)sc2nc3n(c(=O)c12)CCCC3 returned PV pol inh 109 and PV pol inh FP z-score 0.5.

7 entries picked at random from those above:
Cc1cc(C)cc(-n2ccnc(NCCc3ccccc3)c2=O)c1 was read as PV pol inh 112 and PV pol inh FP z-score 1.1.
`Cc1cc(C)c(C)c(S(=O)(=O)N2CCN(CN3C(=O)CNC3=O)CC2)c1C` gave PV pol inh 98 and PV pol inh FP z-score -0.9.
Screening Cc1c(C(=O)Nc2cccc(C(F)(F)F)c2)sc2nc3n(c(=O)c12)CCCC3 returned PV pol inh 109 and PV pol inh FP z-score 0.5.
For C(=Nc1nc2ccccc2nc1N1CCOCC1)N1CCN(C(c2ccccc2)c2ccccc2)CC1 the results were PV pol inh 107 and PV pol inh FP z-score 0.3.
Screening C=CCNC(=O)/C=C/c1ccc(C(C)C)cc1 returned PV pol inh 102 and PV pol inh FP z-score 0.1.
Cc1cc(C)c2nc(SCC(=O)c3ccco3)cc(C)c2c1 was read as PV pol inh 103 and PV pol inh FP z-score 0.2.
`CC(SCC(=O)Nc1ccccc1)c1nc2ccccc2c(=O)[nH]1` (stereo unspecified) gave PV pol inh 108 and PV pol inh FP z-score 2.5.

New compounds follow:
Screening Clc1ccc2c(c1)C1C=CCC1C(c1ccccc1)N2 (stereo unspecified) returned PV pol inh 99 and PV pol inh FP z-score -1.2.
CCOc1ccc(N(c2nc(-c3ccc(OC)c(OC)c3)no2)c2nc(-c3ccc(OC)c(OC)c3)no2)cc1 was read as PV pol inh 104 and PV pol inh FP z-score -0.8.
`CCOC(=O)N1CCC(=NNC(=O)c2ccccc2)CC1` gave PV pol inh 99 and PV pol inh FP z-score -0.2.
`CN1C[C@H](C(=O)N[C@]2(C)O[C@@]3(O)[C@@H]4CCCN4C(=O)[C@H](Cc4ccccc4)N3C2=O)C[C@@H]2c3cccc4[nH]cc(c34)C[C@H]21` gave PV pol inh 99&99 and PV pol inh FP z-score -0.2&-0.3.
Screening COC(=O)c1ccc(S(=O)(=O)N2CCCN(C(=O)c3cccs3)CC2)n1C returned PV pol inh 102 and PV pol inh FP z-score 0.3.
For Cc1cc(-c2ccc(C)c(S(=O)(=O)N3CCN(CCOc4ccc(Cl)cc4)CC3)c2)on1 the results were PV pol inh 102 and PV pol inh FP z-score 0.4.
Screening CC(C)c1ccc(Nc2c(-c3ccc(N4CCOCC4)cc3)nc3ncccn23)cc1 returned PV pol inh 106 and PV pol inh FP z-score -1.7.
For CC(C)CCNC(=O)c1cnc2sc(N3CCCCC3)nn2c1=O the results were PV pol inh 109 and PV pol inh FP z-score 0.5.
`O=C(O)c1ccc2c(=O)n3c(nc2c1)CCC3` gave PV pol inh 102 and PV pol inh FP z-score 0.1.
Screening COC(=O)C1=C(N)Oc2ccccc2C12C(=O)N(C)c1c2c(=O)oc2ccccc12 (stereo unspecified) returned PV pol inh 102 and PV pol inh FP z-score 0.1.
Screening CCOC(=O)c1ccc(NC(=O)Cc2noc3ccc(C)cc23)cc1 returned PV pol inh 107 and PV pol inh FP z-score 0.2.
`Cc1ccccc1-n1c(SCC(=O)c2ccc(Cl)cc2)nc2[nH]ncc2c1=O` gave PV pol inh 104 and PV pol inh FP z-score 0.8.
Screening Nc1cc(=O)[nH]c(SCc2csc(-c3ccccc3)n2)n1 returned PV pol inh 100 and PV pol inh FP z-score 0.
Screening CCOCc1c(C(=O)N2CCN(c3ncccn3)CC2)oc2ccccc12 returned PV pol inh 103 and PV pol inh FP z-score 0.
Screening Cc1ccc(Cl)cc1NC(=O)C1CCC(CNS(=O)(=O)c2cccc3nsnc23)CC1 (stereo unspecified) returned PV pol inh 107 and PV pol inh FP z-score 0.5.
Screening COc1ccc(/C=C\C(=O)NC2CC(=O)N(c3ccc(F)cc3)C2)cc1OC (stereo unspecified) returned PV pol inh 105 and PV pol inh FP z-score -0.3.
Screening CC1CCN(C(=O)Cn2cc(SCC(=O)NCc3ccccc3Cl)c3ccccc32)CC1 returned PV pol inh 118 and PV pol inh FP z-score 0.3.
Cc1nn(CC(=O)Nc2ccccc2F)c(=O)c2c(C)n(-c3ccc(Cl)cc3)nc12 was read as PV pol inh 103 and PV pol inh FP z-score -1.1.
`Cc1ccc(C(=O)OCN2C(=O)c3ccccc3C2=O)cc1NC(=O)c1ccco1` gave PV pol inh 100 and PV pol inh FP z-score -0.4.
For c1ccc(CSc2ccc(-c3ccncc3)nn2)cc1 the results were PV pol inh 102 and PV pol inh FP z-score 0.3.
For Cc1nc(SCC(=O)N2CCN(c3ccccc3)CC2)[nH]c(=O)c1C the results were PV pol inh 111 and PV pol inh FP z-score 1.2.
For CC1CCCCN1S(=O)(=O)c1ccc(F)c(C(=O)Nc2ccccc2C(F)(F)F)c1 (stereo unspecified) the results were PV pol inh 105 and PV pol inh FP z-score -0.7.
For CCc1ccc(N=Cc2c[nH]c3ccccc23)cc1 the results were PV pol inh 100 and PV pol inh FP z-score -0.3.
For CN(Cc1ccccc1)Cc1cc(=O)n2nc(C3CC3)sc2n1 the results were PV pol inh 102 and PV pol inh FP z-score 0.7.
Screening CCC(=O)N1CCc2cc(Br)cc(S(=O)(=O)NCCc3ccccc3)c21 returned PV pol inh 104 and PV pol inh FP z-score -0.2.
COC(=O)c1ccc(Cn2c(SCc3ccccc3F)nc3ccncc32)cc1 was read as PV pol inh 106 and PV pol inh FP z-score -1.1.
Screening COC(=O)c1ccccc1NC(=O)c1ccc2c(c1)sc1nc(-c3ccc(OC)cc3)cn12 returned PV pol inh 100 and PV pol inh FP z-score -0.4.
Cc1onc(-c2ccccc2)c1C(=O)N(Cc1ccccn1)Cc1ccccn1 was read as PV pol inh 101 and PV pol inh FP z-score -0.5.
Cc1ccc(C)c(N(C)S(=O)(=O)c2ccc3[nH]cc(C(=O)NC4CCCC4)c(=O)c3c2)c1 was read as PV pol inh 110 and PV pol inh FP z-score 0.2.
For CCOC(=O)c1cc(-c2ccccc2)n(CCCC(=O)Nc2ccc(C)cc2C)c1C the results were PV pol inh 112 and PV pol inh FP z-score 1.3.
`Cc1ccccc1N1C(=O)CC(Nc2ccc3c(c2)OCO3)C1=O` (stereo unspecified) gave PV pol inh 104 and PV pol inh FP z-score 1.
Screening NC(=O)N/N=C/c1ccc(-c2ccc(Cl)cc2)o1 returned PV pol inh 98 and PV pol inh FP z-score -1.
For CN(C)C(=O)O/N=C(\N)c1ccc(OCc2ccccc2F)cc1 the results were PV pol inh 100 and PV pol inh FP z-score -0.3.
Screening O=C(CSc1nc2ccccc2n1Cc1ccccc1Cl)NCc1ccccc1 returned PV pol inh 105 and PV pol inh FP z-score -0.1.
CC(NS(=O)(=O)c1ccc2c(c1)CCC2)c1ccc(-n2ccnc2)cc1 (stereo unspecified) was read as PV pol inh 106 and PV pol inh FP z-score 0.4.
O=C(Cn1ncc2c(=O)oc3ccccc3c21)Nc1ccc2c(c1)OCCO2 was read as PV pol inh 102 and PV pol inh FP z-score 0.6.
COc1ccc(-c2cc(OC(=O)c3ccco3)cc3sc(=O)oc23)cc1 was read as PV pol inh 101 and PV pol inh FP z-score -0.3.
`CCOc1ccc2c(c1)S/C(=C1\Oc3ccccc3OC1=O)N2C` gave PV pol inh 104 and PV pol inh FP z-score 0.9.
Screening COc1ccc(N2C(=O)CCC(C(=O)Nc3ccccn3)C2c2ccc(OC)c(OC)c2)cc1 (stereo unspecified) returned PV pol inh 100 and PV pol inh FP z-score 0.
`Cn1c(CCNC(=O)c2cccs2)nnc1SCC(=O)N1CCN(c2ccccc2)CC1` gave PV pol inh 101 and PV pol inh FP z-score 0.1.
Screening Cn1cnc(S(=O)(=O)Nc2ccc3c(c2)C(=O)OC3)c1 returned PV pol inh 104 and PV pol inh FP z-score 0.9.
`COc1ccccc1-c1nc(CNC(=O)NC2CCCCC2)c(C)o1` gave PV pol inh 108 and PV pol inh FP z-score 0.5.
Screening NC(=O)C12CC3CC(CC(C3)C1)C2 returned PV pol inh 98 and PV pol inh FP z-score -0.3.
Screening OCCC1CNCCN1Cc1c(F)cccc1Cl (stereo unspecified) returned PV pol inh 100 and PV pol inh FP z-score -0.4.
`CN(CC(=O)N1CCN(c2ccccn2)CC1)S(=O)(=O)c1ccccc1` gave PV pol inh 101 and PV pol inh FP z-score 0.1.
`COc1cc(NS(=O)(=O)c2c(C)oc3c(F)c(F)c(F)c(F)c23)cc(OC)c1OC` gave PV pol inh 105 and PV pol inh FP z-score 0.3.
COc1ccc(CCNC(=O)Cc2noc3ccccc23)c(OC)c1 was read as PV pol inh 101 and PV pol inh FP z-score -0.4.
CCC1(c2ccccc2)NC(=O)N(C)C1=O (stereo unspecified) was read as PV pol inh 98 and PV pol inh FP z-score -0.8.
For CSc1cccc(Nc2cc(C(=O)NCCCN(Cc3ccccc3)C(C)C)c3ccccc3n2)c1 the results were PV pol inh 103 and PV pol inh FP z-score -0.5.
For O=c1oc2ccc3ccccc3c2cc1-c1nnc(Nc2cc(C(F)(F)F)ccc2Cl)s1 the results were PV pol inh 110 and PV pol inh FP z-score 0.7.
CCCCn1c(=O)n(-c2cc(OC)ccc2OC)c(=O)c2c3c(sc21)CN(C(C)=O)CC3 was read as PV pol inh 102 and PV pol inh FP z-score -0.8.
CCCCn1nc(C(=O)Nc2ccccc2C(C)C)ccc1=O was read as PV pol inh 99 and PV pol inh FP z-score -0.8.
Cc1ccc(Cl)cc1N1CCN(S(=O)(=O)c2ccc3c(c2)CCCN3C(=O)C2CCC2)CC1 was read as PV pol inh 109 and PV pol inh FP z-score 0.6.
For COc1ccc(-c2nnc(SC3CCOC3=O)o2)cc1 (stereo unspecified) the results were PV pol inh 104 and PV pol inh FP z-score 0.5.
Screening CC(C)(C)C(=O)/C(C#N)=C/c1cccs1 returned PV pol inh 103 and PV pol inh FP z-score 0.3.
Screening C[N+]1(Cc2nc3ccccc3[nH]2)CCOCC1 returned PV pol inh 103 and PV pol inh FP z-score 0.2.
Screening COc1ccc2c(c1)Cc1sc(NC(=O)c3cccc(F)c3)nc1-2 returned PV pol inh 90 and PV pol inh FP z-score -2.4.
For Cc1cccc(-c2nc(CCNC(=O)c3cccs3)cs2)c1 the results were PV pol inh 104 and PV pol inh FP z-score 0.5.
For O=C(CN(C(=O)c1csnn1)c1cccc(F)c1)NC1CCCC1 the results were PV pol inh 100 and PV pol inh FP z-score -0.8.
Screening C=CCNc1ncnc2c1c(-c1ccccc1)cn2-c1cccc(C)c1 returned PV pol inh 101 and PV pol inh FP z-score -0.2.
`CC(OC(=O)c1cccn1C)C(=O)Nc1ccc(S(=O)(=O)N2CCCC2)cc1` (stereo unspecified) gave PV pol inh 99 and PV pol inh FP z-score -0.1.
Screening C=CCN(CC=C)C(=O)COc1ncnc2sccc12 returned PV pol inh 97 and PV pol inh FP z-score -0.7.
